FLuc counter: counter-screen for miR-21 project: firefly luciferase inhibitors or activators; AID 588342; P08659; Potency, µM (titrated, usually from 57.5 µM), without a hit: top-dose activity change, negative = inhibition, hits mostly inhibitors; hit rate 6.9% among 360,000; purified FLuc, Km substrates, luminescence inhibition;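 also: potency is read from the fitted curve at half-maximal effect; plate controls were vehicle for no effect and reference inhibitor for full effect; nearly all actives have a fitted effect of over 55% in size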
Target sequence (P08659 whole entry, looked up): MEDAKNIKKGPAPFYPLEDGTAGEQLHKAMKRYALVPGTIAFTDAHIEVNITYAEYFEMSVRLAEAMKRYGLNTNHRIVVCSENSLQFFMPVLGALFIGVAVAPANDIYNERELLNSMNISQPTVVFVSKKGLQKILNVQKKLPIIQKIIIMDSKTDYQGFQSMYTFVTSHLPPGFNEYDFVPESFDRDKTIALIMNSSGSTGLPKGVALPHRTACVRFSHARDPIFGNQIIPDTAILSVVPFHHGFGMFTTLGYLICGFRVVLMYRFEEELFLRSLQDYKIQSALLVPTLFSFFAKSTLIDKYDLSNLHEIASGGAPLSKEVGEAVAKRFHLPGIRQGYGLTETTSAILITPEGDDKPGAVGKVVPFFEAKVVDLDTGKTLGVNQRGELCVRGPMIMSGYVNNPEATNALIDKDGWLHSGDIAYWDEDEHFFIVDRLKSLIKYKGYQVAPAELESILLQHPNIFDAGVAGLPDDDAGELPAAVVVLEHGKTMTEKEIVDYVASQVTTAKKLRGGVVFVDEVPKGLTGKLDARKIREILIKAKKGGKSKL
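Biochemical qHTS of compounds, final roughly 60 µM downward over six points, against 10 nM purified firefly luciferase using Km concentrations of substrates (10 uM D-luciferin, 10 uM ATP) in Tris acetate pH 7.5 buffer; luminescence output.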
ELG1 DNA repair: inhibitors of ELG1-dependent DNA repair in HEK293T cells. HEK293T ELG1-luciferase reporter, luminescence, 16 h; DNA damage induced by 5-fluorouridine. AID 504467. Potency, µM (top dose mostly 46.1 µM), inactives show at the top dose activity change, negative = inhibition, most hits filed as inhibitors. hit rate 2.3% among 330,000; also: potency is read from the fitted curve at half-maximal effect; % is scaled to controls: 0 for no effect and ±100 for the full control effect; nearly all actives have a fitted effect of over 55% in size
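5-Fluorouridine DNA damage + compound/DMSO, 2,000 cells/well, 16 h, 37 °C/5% CO2. ONE-Glo, 30 min RT, luminescence. Readout = decrease in reporter signal.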
RORgamma inh: ROR gamma (mouse) transcription inhibition; P51450; Potency, µM (top dose mostly 53.6 µM), for inactives: top-dose activity change, negative = inhibition, most hits filed as inhibitors; hit rate 5.4% among 310,000; Drosophila S2 Gal4-RORgamma UAS-luciferase reporter, 20 h; also: potency is read from the fitted curve at half-maximal effect; % is scaled to controls: 0 for no effect and ±100 for the full control effect; nearly all actives have a fitted effect of over 60% in size
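Drosophila Schneider cells stably carrying a metallothionein-driven Gal4 DBD–ROR gamma fusion and a UAS-Photinus luciferase reporter were exposed to compound for 1 hr, then induced with copper sulfate (700 uM final) for 20 hr at ambient temperature before luminescence reading.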
ELG1 genotox: induces genotoxicity in HEK293T cells with luciferase-tagged ELG1; HEK293T ELG1-luciferase reporter, luminescence, 16 h; AID 504466; Potency, µM (doses to about 46 µM), for inactives: at the highest dose activity change, positive = activation, hits mostly activators; hit rate 1.3% among 330,000; also: potency is read from the fitted curve at half-maximal effect; % of control where 0% means no effect; nearly all actives have a fitted effect of over 60% in size
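DMSO vehicle served as control against compound-treated ELG1-luciferase HEK293T cells; exposure lasted 16 hr at 37 °C and 5% CO2, followed by ONE-Glo luminescence detection after 30 min.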
BRCA1 expr act: increases BRCA1 expression; hit rate 1.1% among 380,000; AID 624202; MCF7-BRCA1-FFLuc reporter, luminescence, 48 h; response scale: scaled: vehicle 0%, 10 µM genistein 100%; Potency, µM (top dose mostly 46.1 µM), inactives show top-dose activation, hits mostly activators; also: potency is read from the fitted curve at half-maximal effect; nearly all actives have a fitted effect of over 80% in size; some results filed as inactive show a strong effect at the top dose
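MCF7-BRCA1-FFLuc cells, 2000/well in phenol-red-free MEM, attached 2 h then treated 48 h at 37 C. Luciferase luminescence read 15 min after reagent; normalized to genistein maximum activation (10microM) and DMSO, concentration-response fitted.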
TRPV1 ag: human TRPV1 agonism | Q8NER1 | hit rate 0.19% among 320,000 | TRPV1-expressing cells, Fluo-8 calcium influx, agonist mode | activation, % at 8.33 µM | AID 540275; in the data active = activation above about 80%; inconclusive = between about 30% and that limit; also: 0% is about no effect
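Cells expressing TRPV1 were dye-loaded with Fluo-8 and read kinetically: 10 s baseline, 3 min after compound (agonist portion), then 2 min after EC20 capsaicin (allosteric enhancer portion). Calcium-bound dye fluorescence at 480/520 nm.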
Gal4-VP16 FLuc: Gal4-VP16 reporter inhibition counter-screen. Drosophila S2 Gal4-VP16 UAS-luciferase, luminescence, 20 h. Potency, µM (doses to about 53.6 µM), inactives show at the top dose activity, negative = inhibition, hits mostly inhibitors. hit rate 3.5% among 310,000;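 also: Gal4-VP16 expression switched on by copper sulfate through the metallothionein promoter; potency is read from the fitted curve at half-maximal effect; % is scaled to controls: 0 for no effect and ±100 for the full control effect; nearly all actives have a fitted effect of over 50% in size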
Rab9 prom act: Rab9 promoter activation. hit rate 2.8% among 320,000. Huh7 Rab9 promoter-luciferase reporter, luminescence, 24 h. Potency, µM (titrated, usually from 9.22 µM), without a hit: at the top dose activation, negative = inhibition, hits mostly activators; also: potency is read from the fitted curve at half-maximal effect; % of control where 0% means no effect; nearly all actives have a fitted effect of over 60% in size
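Cells were plated at 1500 per well in reduced-serum medium with 10% FBS and left 2 h. Compound in DMSO was then added for 24 h at 37 °C. Reporter signal was read by luminescence after 10 min with luciferase detection reagent.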
NPC1 promoter act: activators of NPC1 promoter | Huh7 NPC1 promoter luciferase reporter, 24 h | Potency, µM (series often up to 9.22 µM), without a hit: at the top dose activation, hits mostly activators | hit rate 2.4% among 320,000 | AID 485313;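 also: potency is read from the fitted curve at half-maximal effect; % of control where 0% means no effect; nearly all actives have a fitted effect of over 60% in size; reporter is driven by a mutant NPC1 promoter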
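Stably transfected Huh7 (NPC1 promoter→luciferase), 1500 cells/well in Opti-MEM + 10% FBS, 2 h settle, then compound 24 h at 37 °C. Luminescence after 10 min with Amplite reagent.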
Tb PFK inh: inhibitors of T. brucei phosphofructokinase | O15648 | AID 485367 | T. brucei PFK, ADP-Glo luminescence | Potency, µM (highest dose often 57.5 µM), inactives show at the top dose activity, negative = inhibition, most hits filed as inhibitors | hit rate 0.17% among 330,000;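 also: potency is read from the fitted curve at half-maximal effect; 0% = uninhibited 1x PFK enzyme wells and -100% = no-enzyme wells; nearly all actives have a fitted effect of over 60% in size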
Target sequence (O15648 whole entry, looked up): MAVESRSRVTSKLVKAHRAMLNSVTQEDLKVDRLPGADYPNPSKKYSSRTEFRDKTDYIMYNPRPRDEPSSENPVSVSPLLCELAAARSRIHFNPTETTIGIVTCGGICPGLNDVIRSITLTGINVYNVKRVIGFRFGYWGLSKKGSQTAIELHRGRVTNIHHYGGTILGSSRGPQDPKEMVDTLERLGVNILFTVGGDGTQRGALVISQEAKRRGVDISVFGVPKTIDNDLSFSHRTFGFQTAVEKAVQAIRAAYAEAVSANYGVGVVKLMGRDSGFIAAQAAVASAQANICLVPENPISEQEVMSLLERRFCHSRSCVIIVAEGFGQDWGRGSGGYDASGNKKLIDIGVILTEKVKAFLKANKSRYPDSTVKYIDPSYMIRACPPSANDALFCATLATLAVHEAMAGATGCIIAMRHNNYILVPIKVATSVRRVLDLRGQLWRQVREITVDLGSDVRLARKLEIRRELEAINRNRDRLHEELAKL
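In TEA buffer at pH 8.0 with 5 mM MgCl2, enzyme (1.25 nM) converted F6P (0.5 mM) and ATP (0.1 mM) for 45 min at room temperature. ADP product was read by luciferase luminescence.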
p53 reactivation: restores transcriptional activity of mutant p53. H1299 p53-A138V BP100-luciferase reporter, luminescence, 24 h. Potency, µM (titrated, usually from 92.2 µM), inactives show at the highest dose activity change, positive = activation, most hits filed as activators. hit rate 0.063% among 320,000; also: potency is read from the fitted curve at half-maximal effect; % of control where 0% means no effect; nearly all actives have a fitted effect of over 45% in size
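H1299 (p53-null), stable ts p53-A138V + BP100-Luc; 1000 cells/well, Opti-MEM/10% FBS; cpd 4 pt, 1:5; 24 h, 37 deg C, 5% CO2; detection reagent 10 min RT; luminescence.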
Starred values were filed as active, the others as inactive; ? = inconclusive; . = not tested or not shown; [ ] = remark or other dose. Unless noted, calls follow the shape of the dose curve; as a rule, active = well fitted curve in the direction sought with a large enough effect; inconclusive = small, poorly fitted or top-dose-only effect, or another doubt; inactive = no such curve, though single readings can be large; an effect the other way counts as inactive or inconclusive.

entry	mol	Rab9 prom act	TRPV1 ag	ELG1 genotox	NPC1 promoter act	BRCA1 expr act	ELG1 DNA repair
1	Cc1cc(Br)c(OCc2ccc(C(=O)N/N=C3\CC(=O)CC(C)(C)C3)cc2)c(Br)c1	-4%	1	0%	-2%	-23%	-18%
2	COc1ccc(CCNC(=O)CN2c3cccc4cccc(c34)S2(=O)=O)cc1OC	5%	3	0%	1%	-3%	2.6µM*
3	COc1cccc(CNC(=O)C2CCCN(c3ncnc4c3nc3n4CCCCC3)C2)c1 (centres undefined)	-4%	-4	-8%	-3%	-17%	18µM*
4	Cn1c(=O)oc2cc(S(=O)(=O)NCCC(=O)N3CCc4ccccc43)ccc21	1%	-1	1%	-5%	-1%	3%
5	COc1ccc(S(=O)(=O)NC(C)C(=O)NCc2ccco2)cc1OC (centres undefined)	-4%	-2	4%	-2%	-33%	14%
6	CCn1c2c(c3cc(OCC(C)C)ccc31)CCCC2=O	-3%	5	3%	-3%	-1%	-5%
7	CCC1Sc2ccccc2N(CC(=O)NCCC(C)C)C1=O (centres undefined)	12%	-5	-4%	4%	16%	6%
8	CC(=O)N1N=C(c2cccs2)CC1c1ccco1 (centres undefined)	-4%	1	1%	-2%	11%	2%
9	OCCCNCc1cccc2ccccc12	-6%	4	0%	5%	19%	1%
10	CCOC(=O)c1c(NC(=O)CC2Nc3ccccc3NC2=O)sc(C)c1C (centres undefined)	-2%	2	16%	-3%	0%	?
11	c1ccc(N2CCN(c3ccccc3)C2c2cccnc2)cc1	2%	12	-1%	-5%	-39%	9%
12	Cn1c(SCC(=O)c2ccc3c(c2)OCO3)nnc1C1COc2ccccc2O1 (centres undefined)	-1%	0	1%	1%	3%	9%

entry	RORgamma inh	FLuc counter	Tb PFK inh	Gal4-VP16 FLuc	p53 reactivation
1	-6%[10 µM]	11%	-4%	-3%	-5%
2	?	2%	0%	3%	-2%
3	-15%	-10%	1%	0%	5%
4	3%	1%	1%	4%	-5%
5	2%	1%	0%	4%	4%
6	?	0%	-2%	-17%	-6%
7	-1%	-3%	-9%	-6%	1%
8	12%	-2%	17%	-5%	0%
9	16%	-3%	-7%	1%	-2%
10	11%	1%	1%	-3%	-7%
11	6%	2%	-11%	29%	22%
12	11%	3%	-3%	-6%	-2%

(further entries)
entry	mol	Rab9 prom act	TRPV1 ag	ELG1 genotox	NPC1 promoter act	BRCA1 expr act	ELG1 DNA repair
13	CCOC(=O)C1=C(Cn2cnc3ccccc32)NC(=O)NC1c1cc(C)ccc1C (centres undefined)	-15%	0	-5%	-4%	-36%	-23%
14	Cc1cccc(CSc2nc3c(c(-c4cccs4)c2C#N)CN(C)CC3)c1	-1%	14	1%	-2%	-24%	-22%
15	O=C(CNS(=O)(=O)c1ccccc1)N/N=C\c1ccc(Cl)cc1	-4%	0	-5%	0%	-14%	6%
16	CC1Cc2c([nH]c3ccccc23)C(=O)N1 (centres undefined)	-4%	24	0%	-2%	23%	9%
17	Cc1cccc(C)c1NC(=O)CNC(=O)C(C)NC(C)c1ccccc1Br (centres undefined)	1%	1	6%	-3%	-16%	6%
18	COC(OC)c1ccc(C#N)c(SCc2ccc(C)cc2)n1	1%	26	-7%	2%	-28%	0%
19	CCN(CC)c1ccc(NC(=O)CSc2nc3nc(C)cc(C)c3c(=O)[nH]2)cc1	-5%	-3	3%	8%	-37%	5%
20	CC(C)(C)[C@H]1C=C(C(N)=O)O[C@@H](OCc2ccc(CO)cc2)C1	-1%	5	12%	9%	1%	?
21	O=C(c1ccc(Cl)cc1[N+](=O)[O-])N1CCOCC1	-3%	2	?	-5%	1%	6%
22	CCC(=O)Nn1c(C)nnc1C	10%	1	-6%	12%	-4%	11%
23	Cc1nc2c(sc(=S)n2Cc2ccco2)c(=O)n1CC(=O)Nc1ccccc1Cl	1%	1	4%	-5%	-23%	9%
24	O=C(Nc1ccc2nc3n(c(=O)c2c1)CCCC3)c1ccccc1F	27%	-2	6%	28%	?	?

entry	RORgamma inh	FLuc counter	Tb PFK inh	Gal4-VP16 FLuc	p53 reactivation
13	-30%	-3%	0%	-2%	-11%
14	42%	9%	0%	-3%	-12%
15	41%	-9%	5%	-4%	-3%
16	-3%	-10%	-5%	-19%	-6%
17	.	6%	-7%	.	1%
18	?	3%	-3%	23%	-2%
19	.	-16%	2%	.	-1%
20	0%	-1%	-6%	0%	3%
21	1%	-1%	-2%	-1%	7%
22	1%	2%	3%	-5%	0%
23	10%	-1%	-1%	-4%	7%
24	-13%	?	-2%	-3%	9%

A few values from the results shown.
Value for compound 16 in BRCA1 expr act: 23%
Value for compound 18 in p53 reactivation: -2%

Back to the main list, starting two compounds before the break.
entry	mol	Rab9 prom act	TRPV1 ag	ELG1 genotox	NPC1 promoter act	BRCA1 expr act	ELG1 DNA repair
23	Cc1nc2c(sc(=S)n2Cc2ccco2)c(=O)n1CC(=O)Nc1ccccc1Cl	1%	1	4%	-5%	-23%	9%
24	O=C(Nc1ccc2nc3n(c(=O)c2c1)CCCC3)c1ccccc1F	27%	-2	6%	28%	?	?
25	O=C(Nc1ccccc1)Oc1ccc[nH]c1=O	-2%	3	11%	12%	17%	?
26	O=C(CCCCCN1C(=O)c2cccc3cccc(c23)C1=O)NC1CCS(=O)(=O)C1 (centres undefined)	-2%	2	5%	-5%	16%	10%
27	Cc1cc(C)cc(NC(=O)CSc2nnc(CNC(=O)c3cccs3)o2)c1	3%	0	0%	-2%	0%	-8%
28	CSc1ccc(C2=CC(=O)C[C@H](c3ccc(F)cc3)C2)cc1	-11%	30	0%	-3%	12%	?
29	Cc1ccc(S(=O)(=O)N2CCOc3ccccc32)c(C)c1NS(C)(=O)=O	-13%	-5	-4%	-2%	6%	-15%
30	O=C(Nc1cccc(C(F)(F)F)c1)c1cccnc1N1CCN(CCO)CC1	2%	1	1%	-2%	-28%	13%
31	CCOC(=O)C1=C(N)Oc2c(oc(CO)cc2=O)C1c1ccccc1 (centres undefined)	-12%	0	-13%	-8%	-8%	0%
32	O=S(=O)(c1cccs1)N1CCCc2ccccc21	-7%	-1	14%	1%	-10%	2%
33	C=CCN(C(=O)c1csnn1)C(C(=O)NC1CCCC1)c1ccccc1F (centres undefined)	-2%	5	-4%	2%	-2%	1%
34	CN(Cc1nc(-c2cnccn2)no1)Cc1n[nH]c2c1CCCC2	-3%	3	-4%	2%	-8%	0%
35	COc1ccc(CN(CCC(c2ccccc2)c2ccc(OC(C)C)cc2)C(=O)CCl)cc1OC (centres undefined)	-54%[inhibitor]	4	-16%	-40%[inhibitor]	-106%[inhibitor]	?
36	CN(Cc1ccccc1)/C(=N/O)c1cccc(Cl)c1	0%	6	3%	-4%	-13%	-2%
37	NC(=O)C1CCN(c2ncc(C(F)(F)F)cc2Cl)CC1	1%	11	0%	-2%	9%	-11%
38	CCCN(CCC)CCCNC(=O)c1ccc(CS(=O)(=O)c2c(Cl)cccc2Cl)o1	-6%	5	-5%	-3%	7%	0%

entry	RORgamma inh	FLuc counter	Tb PFK inh	Gal4-VP16 FLuc	p53 reactivation
23	10%	-1%	-1%	-4%	7%
24	-13%	?	-2%	-3%	9%
25	25%	-17%	0%	-14%	6%
26	-5%	15µM*	4%	-3%	1%
27	-33%	-8%	-3%	5%	-6%
28	.	-1%	6%	.	-10%
29	15%	0%	-27%	-3%	-1%
30	7%	6%	0%	-6%	-10%
31	-20%	0%	-6%	4%[10 µM]	5%
32	-6%	5%	0%	17%[0.365 µM]	-5%
33	1%	1%	-2%	5%	3%
34	-26%	4%	6%	1%	0%
35	13µM*	-3%	5%	?	-20%
36	23%	-4%	1%	1%	11%
37	6%	-1%	2%	-6%	-1%
38	16%	2%	5%	5%	1%

Entries listed so far marked active in RORgamma inh.
| nr | mol | Rab9 prom act | TRPV1 ag | NPC1 promoter act | RORgamma inh | Tb PFK inh | p53 reactivation |
| --- | --- | --- | --- | --- | --- | --- | --- |
| 35 | COc1ccc(CN(CCC(c2ccccc2)c2ccc(OC(C)C)cc2)C(=O)CCl)cc1OC (centres undefined) | -54%[inhibitor] | 4 | -40%[inhibitor] | 13µM* | 5% | -20% |
